TRPC6 act = mouse TRPC6 channel activators, primary screen, cell-based, HEK293, membrane potential dye | Short transient receptor potential channel 6 (Mus musculus), Q61143 | HEK293-TRPC6 membrane potential dye fluorescence; hits give high values | B-score at 10 µM | 0.13% of 310,000 active;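 active = B-score of the integrated fluorescence ratio above library mean plus 3 SD, and starting fluorescence ratio within library mean plus 5 SD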;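 note: higher score means more depolarization so channel activation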
MrgX1 antag = antagonists of human MrgX1 receptor, primary screen, HEK293 cells, Fluo-4 calcium flux; Mas-related G-protein coupled receptor member X1 (Homo sapiens), Q96LB2; BAM8-22 antagonism; hits give low values; B-score at 10 µM; 1.3% of 310,000 active; AID 588676, 2011;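 active = calcium-response B-score plate-corrected more than 3 library SD below zero, starting fluorescence within 5 deviations, no agonist response on first addition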;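 note: peak minus trough fluorescence over baseline after final BAM8-22 challenge near maximal dose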
HDAC3 inh = HDAC3 deacetylase inhibitors, primary screen, biochemical, fluorescence, cell-free homogeneous | Histone deacetylase 3 (Homo sapiens), O15379 | recombinant HDAC3, fluorogenic peptide/trypsin coupled | inhibition, % at 8.3 µM | 0.15% of 320,000 active; in the data active = inhibition above about 26%, passing the limit was not always enough
ANO1 activ = TMEM16A chloride channel activators or potentiators, primary screen, cell-based, HTS; HEK293 TMEM16A/YFP-H148Q/I152L, iodide quench fluorescence; hits give low values; 0.3% of 340,000 active; B-score at 10 µM; Anoctamin-1 (Mus musculus), Q8BHY3; AID 623877, 2012;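 active = fluorescence-ratio B-score plate-corrected deviation score at least 3 library SD below zero, with starting fluorescence score within 5 deviations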;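 note: channel opened by trigger with iodide after compound preincubation; score built on the fluorescence ratio of max minus min over baseline; more negative score means more quench and so TMEM16A activation or potentiation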
Target sequence (Q8BHY3 whole entry, looked up): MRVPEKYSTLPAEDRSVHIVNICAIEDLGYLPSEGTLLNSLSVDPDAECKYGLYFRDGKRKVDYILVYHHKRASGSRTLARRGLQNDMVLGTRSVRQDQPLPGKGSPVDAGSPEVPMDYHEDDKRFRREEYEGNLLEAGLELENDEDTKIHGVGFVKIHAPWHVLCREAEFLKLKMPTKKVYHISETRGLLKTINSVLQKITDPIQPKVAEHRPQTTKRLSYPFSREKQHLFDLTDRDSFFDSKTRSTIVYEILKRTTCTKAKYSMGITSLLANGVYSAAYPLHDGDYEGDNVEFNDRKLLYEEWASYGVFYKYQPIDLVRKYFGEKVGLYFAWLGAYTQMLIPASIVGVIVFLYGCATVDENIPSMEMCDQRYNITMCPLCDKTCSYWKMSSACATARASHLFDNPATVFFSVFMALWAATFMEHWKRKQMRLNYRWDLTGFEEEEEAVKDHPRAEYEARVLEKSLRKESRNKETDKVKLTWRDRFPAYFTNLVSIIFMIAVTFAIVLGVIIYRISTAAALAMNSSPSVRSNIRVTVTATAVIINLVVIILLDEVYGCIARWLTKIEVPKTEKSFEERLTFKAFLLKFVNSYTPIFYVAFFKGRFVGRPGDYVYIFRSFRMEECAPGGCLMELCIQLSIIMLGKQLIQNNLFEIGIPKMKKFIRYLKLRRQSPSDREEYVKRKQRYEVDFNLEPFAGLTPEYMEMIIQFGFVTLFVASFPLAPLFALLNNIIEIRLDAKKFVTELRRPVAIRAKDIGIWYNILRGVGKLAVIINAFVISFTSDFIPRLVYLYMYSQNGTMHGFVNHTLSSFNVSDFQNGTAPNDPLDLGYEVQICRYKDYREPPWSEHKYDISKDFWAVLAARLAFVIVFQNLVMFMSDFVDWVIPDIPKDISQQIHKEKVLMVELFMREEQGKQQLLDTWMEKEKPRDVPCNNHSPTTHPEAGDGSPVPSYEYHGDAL
RGS4 pot = RGS4 potentiators or activators, primary screen, cell-based, HEK293 M3R inducible RGS4, calcium flux. carbachol calcium flux Fluo4; hits give low values. B-score at 10 µM. 0.92% of 310,000 active;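 active = B-score of the integrated calcium signal more than 4 SD below the library mean, with starting fluorescence not abnormally high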;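 note: negative B-score means reduced calcium response which marks RGS4 activation or potentiation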
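Material: M3R-expressing HEK293 line, RGS4 induced by doxycycline | Schedule: Overnight RGS4 induction, 30 min dye load 37 °C, 20 min compound RT | Measured by: Fluo4 fluorescence kinetic imaging of calcium | Read-out: Integrated calcium ratio converted to B score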
MrgX1 allo act = positive allosteric modulators of MrgX1, primary screen, HEK293 cells, Fluo-4 calcium flux | 0.63% of 310,000 active | FDSS; hits give high values | B-score at 10 µM | Mas-related G-protein coupled receptor member X1 (Homo sapiens), Q96LB2;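 active = plate-corrected calcium response at least 3 library SD above typical, normal starting fluorescence, not activating the receptor alone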;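 note: compound read alongside a low EC10 to EC30 dose of BAM8-22 agonist; peak minus trough fluorescence over baseline measured at the second addition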
TRPC6 inh = mouse TRPC6 channel inhibitors, primary screen, cell-based, HEK293, membrane potential dye; 1.1% of 310,000 active; ACh-evoked depolarization; hits give low values; Short transient receptor potential channel 6 (Mus musculus), Q61143; B-score at 10 µM;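 active = B-score under library mean minus 3 SD, initial fluorescence not abnormally high, positive integrated signal ratio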;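 note: B-score derived from integrated fluorescence ratio over the kinetic read; more negative B-score means stronger inhibition of depolarization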
RGS4 block = RGS4 inhibitors, primary screen, cell-based, HEK293 M3R inducible RGS4, calcium flux. B-score at 10 µM. AID 463165, 2010. Fluo-4 calcium flux; hits give high values; triggered by carbachol at its EC20. 0.45% of 310,000 active;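 active = B-score, a plate-corrected calcium signal, over three deviations above library mean, with baseline fluorescence within five deviations of library mean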;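 note: RGS4 expression induced by doxycycline in cells with stable M3 receptor; B-score is computed from the integrated fluorescence ratio over baseline after carbachol; higher B-score means a larger calcium signal and so more RGS4 inhibition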
ANO1 block = TMEM16A chloride channel inhibitors, primary screen, cell-based, HTS; Anoctamin-1 (Mus musculus), Q8BHY3; HEK293 TMEM16A/YFP iodide influx fluorescence, ionomycin; normalized B-score (activity score, 25-100; higher = stronger inhibition) at 10 µM; 1.2% of 310,000 active;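 active = ratio plate-corrected score three or more library SD toward inhibition, starting fluorescence score within five deviations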;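 note: score derived from kinetic fluorescence span divided by baseline fluorescence per well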
MrgX1 agonist = agonists of human MrgX1 receptor, primary screen, HEK293 cells, Fluo-4 calcium flux; Mas-related G-protein coupled receptor member X1 (Homo sapiens), Q96LB2; Fluo-4 calcium fluorescence, agonist mode; hits give high values; B-score at 10 µM; 0.44% of 310,000 active; AID 588627, 2011;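 active = calcium response B-score plate-corrected fluorescence ratio at least 3 library SD, with starting fluorescence B-score inside 5 SD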
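Test system: HEK293 cells stably expressing human MrgX1 receptor; amount: 15,000 cells per well; doses: compound delivered in addition one of three; times: overnight plating before 1 h dye loading; detection: Fluo-4 NW calcium-flux fluorescence, kinetic read; read-out basis: B-scored fluorescence response ratio; controls: positive and negative controls per plate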
SKKanGAS inh = S. pyogenes SKKanGAS growth inhibitors in kanamycin, primary screen, streptokinase expression inhibitor project, SKKanGAS strain, BacTiter-Glo luminescence; AID 1662, 2009; 6 h; inhibition, % at 7.5 µM; 1.3% of 300,000 active;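 active = mean replicate score, as percent of positive control median, at least 50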;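 note: strain carries kanamycin resistance gene driven by streptokinase promoter and grows in 40 µg/ml kanamycin; loss of luminescence reflects streptokinase promoter inhibition or plain growth inhibition; 0% = median of DMSO wells and 100% = positive control at its reference dose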
Active calls of the source: *; i = inactive; · = no result given.

SMILES	TRPC6 act	MrgX1 antag	HDAC3 inh	ANO1 activ	RGS4 pot	MrgX1 allo act	TRPC6 inh	RGS4 block	ANO1 block	MrgX1 agonist	SKKanGAS inh
CCSc1nnc(NC(=O)CSc2nc(C)cc(C)n2)s1	i	i	-3.0	i	i	i	i	i	i	i	1.3
CC(C)CN1CCC(CN(C)Cc2nc(-c3cnccn3)no2)CC1	i	i	-0.5	i	i	i	i	i	i	i	-5.6
Cc1sc2nc(CN3CCOCC3)nc(N3CCC(C(N)=O)CC3)c2c1C	i	i	0.9	i	i	i	i	i	i	i	7.6
CCOC(=O)c1c(NC(=O)CSc2nnc(C)o2)sc(C)c1C	i	i	20.5	i	i	i	i	i	i	i	2.0
COc1ccc(NC(=O)CN2CCCCCC2)cc1OC	i	i	2.6	i	i	i	i	i	i	i	-11.1
O=c1sc(/C=N/Nc2ccccc2)c(Cl)n1Cc1ccccc1	i	i	3.9	i	i	i	i	i	i	i	6.5
O=C(COC(=O)Cc1ccccc1F)Nc1ccc2c(c1)OCCO2	i	i	-3.8	i	i	i	i	i	i	i	5.8
COc1cc(OC)c(OC)cc1CNC(=O)c1ccc(COc2ccccc2)cc1	i	i	1.5	i	i	i	i	i	i	i	5.3
CC(C)(C)C(=O)Nc1ccc(C(=O)Nc2cccnc2)cc1	i	i	8.6	i	i	i	i	i	i	i	4.1
CCOC(=O)CNC(=O)c1cnn2cccnc12	i	i	-5.6	i	i	i	i	i	i	i	1.8
CNc1csc(C)c(C)c1=O	i	i	-3.1	i	i	i	i	i	i	i	-0.2
COc1ccc(CNC(=O)Cn2cc(C(F)(F)F)ccc2=O)cc1OC	i	i	1.6	i	i	i	i	i	i	i	-1.4
CCc1nnc(NC(=O)CCC(=O)N2CCCC(O)C2)s1 (stereo not drawn)	i	i	-3.8	i	i	i	i	i	i	i	-3.9
O=C(C1CCN(S(=O)(=O)c2cccc3nsnc23)CC1)N1CCCc2ccccc21	i	i	2.4	i	i	i	i	i	i	i	14.6
CC(=O)Oc1c(Cl)c(N2CCOCC2)c(OC(C)=O)c2ccccc12	i	i	1.9	i	i	i	i	i	i	i	6.2
O=c1ccn(CCOc2ccc(Cl)cc2)c(=O)[nH]1	i	i	5.5	i	i	i	i	i	i	i	-1.3
CCOc1ccc(OCC)c(NC(=O)CC2Oc3ccc(C)cc3NC2=O)c1 (stereo not drawn)	i	i	-0.3	i	i	i	i	i	i	i	-3.1
CC(C)c1ccc(/C=C2\CC/C(=C\C=N\N(C)C)C2=O)cc1	i	i	15.0	i	i	i	i	i	i	i	-0.3
COc1ccccc1CN1CC(C(=O)NCc2cc(F)ccc2C)CCC1=O (stereo not drawn)	i	·	·	i	i	·	i	i	·	·	0.9
CCCCOc1ccc(/C=C/C(=O)OCC(=O)NC(=O)NCC(C)C)cc1OCC	i	i	5.1	i	i	i	i	i	i	i	-13.8
COc1ccc(C2/C(=C(/O)c3ccc4c(c3)CC(C)O4)C(=O)C(=O)N2CCCN2CCOCC2)cc1 (stereo not drawn)	i	i	2.1	i	i	i	i	i	i	i	-1.4
CCOC(=S)SCc1cn2cccc(C)c2n1	i	i	12.8	i	i	i	i	i	i	i	4.5
O=C(COc1ccc2ccccc2c1)Nc1ccc(Br)cc1C(=O)O	i	i	-5.0	i	i	i	i	i	100*	i	41.5
CC1CN(c2nc3c(c(=O)n(Cc4ccc(Cl)cc4)c(=O)n3C)n2C)CC(C)O1 (stereo not drawn)	i	i	1.7	i	i	i	i	i	i	i	-11.0
CN(CC(=O)Nc1ccc(F)cc1)C(=O)COC(=O)c1ccc(-c2ccccc2)cc1	i	i	-4.8	i	i	i	i	i	i	i	2.9
O=C(c1ccccc1)c1ccc2nc(-c3ccco3)c(-c3ccco3)nc2c1	i	i	0.1	i	i	i	i	i	i	i	14.5
CN1C(=S)SC(/[N+]([O-])=C\c2ccc(Cl)cc2)C1(C)C (stereo not drawn)	i	i	-0.5	i	i	i	i	i	i	i	-1.8
CCCCn1c(=S)[nH]c2ccc(N3CCOCC3)cc2c1=O	i	i	-7.4	·	i	i	i	i	i	i	6.7
CCn1c(SCC(=O)Nc2cc(C)ccc2C)nc2c(c1=O)SC(C)C2 (stereo not drawn)	i	i	1.5	i	i	i	i	i	i	i	-2.9
COc1ccc(Cl)cc1Nc1nc(-c2sc(NC(=O)c3ccccc3)nc2C)cs1	i	i	-4.3	·	i	i	i	i	i	i	19.1
COc1cccc(NC(=O)c2ccccc2-c2nc(-c3ccccc3)no2)c1	i	i	1.0	i	i	i	i	i	i	i	·
Cc1ccc(S(=O)(=O)NCCC(=O)N2CCC(C(N)=O)CC2)cc1C	i	i	-6.4	i	i	i	i	i	i	i	-0.8
CCOc1ccc2nc(Cl)c(/C=C/C(=O)c3ccco3)cc2c1	i	i	-8.9	i	i	i	i	9.51*	i	i	15.9
CC(=O)c1ccc(NC(=S)Nc2ccn(Cc3ccc(Br)cc3)n2)cc1	i	i	3.2	i	i	i	i	i	i	i	-2.1
O=C(Nc1ccc(F)cc1Cl)c1ccc2c(=O)n3c(nc2c1)CCCCC3	i	i	-2.5	i	i	i	i	i	i	i	5.9
CC1(C)NC(=O)N(CC(=O)Nc2nc(-c3ccc(F)cc3)cs2)C1=O	i	i	-7.3	i	i	i	i	i	i	i	0.1
CN(C)C(=O)CSc1nc2ccccc2n1Cc1ccccc1	i	i	1.7	i	i	i	i	i	i	i	-8.7
Cc1cc(C)c(S(=O)(=O)Nc2ccc(N3CCOCC3)cc2)c(C)c1	i	i	-1.8	i	i	i	i	i	i	i	-5.6
COc1cccc(NC(=O)CN(C)C(=O)c2ccc(-c3cccc(C(F)(F)F)c3)o2)c1	i	i	8.4	i	i	i	i	i	i	i	-6.8
COc1ccccc1/C=N/n1cnnc1	i	i	2.5	i	i	i	i	i	i	i	3.3
O=C1NC2(CCCCO2)CO1 (stereo not drawn)	i	i	1.1	-11.3*	i	i	i	i	i	i	-5.5
CCOC(=O)c1c(N)sc(C(=O)N2CCCCC2)c1C	i	i	-4.2	i	i	i	i	i	i	i	-5.5
CCC(=O)Nc1ccccc1C(=O)OC(c1ccccc1)c1ccccc1	i	i	11.1	i	i	i	i	i	i	i	-4.5
COc1ccc(C(=O)Oc2ccc(Br)cc2C(=S)N2CCOCC2)cc1	i	i	3.9	i	i	i	i	i	i	i	-11.4
O=C(Nc1cccc(Cl)c1Cl)Nn1cnnc1	i	i	6.3	i	i	i	i	i	i	i	4.6
Cc1ccc(OCCCOc2cccc3cccnc23)cc1C	i	i	16.8	i	i	i	i	i	i	i	36.9
Nc1nc(NCCCN2CCOCC2)nc(Nc2cccc(Cl)c2)c1[N+](=O)[O-]	i	i	0.0	i	i	i	-5.56*	i	i	i	9.4
COc1cc(NC(=O)C2CC2)c(OC)cc1NC(=O)c1ccco1	i	i	-0.7	i	i	i	i	i	i	i	1.3
Cc1cc2nc(N)sc2cc1C	i	i	3.5	i	i	i	i	i	i	i	-0.8
CC(C)(C)c1ccc(C2(C)NC(=O)N(CC(=O)Nc3ccc4c(c3)OCO4)C2=O)cc1 (stereo not drawn)	i	i	10.3	i	i	i	i	i	i	i	3.5

(further entries)
SMILES	TRPC6 act	MrgX1 antag	HDAC3 inh	ANO1 activ	RGS4 pot	MrgX1 allo act	TRPC6 inh	RGS4 block	ANO1 block	MrgX1 agonist	SKKanGAS inh
Cc1ccc(C)c(S(=O)(=O)N2CCN(C(=O)Cn3c(C(F)(F)F)nc4ccccc43)CC2)c1	i	i	3.9	i	i	i	i	i	i	i	1.9
O=C(Nc1cc(C(F)(F)F)ccc1N1CCOCC1)c1ccc(Br)o1	i	i	-0.4	i	i	i	i	i	i	i	-17.6
COC(=O)c1ccc(OC(=O)/C=C/c2ccco2)cc1	i	i	15.2	i	i	i	i	i	i	i	1.8
O=C1N(C2CCCC2)C[C@@H]2C[C@@H](c3cn[nH]c3-c3ccc(Cl)cc3)N3CCC[C@@]123	i	i	·	i	i	i	i	i	i	i	-7.4
COCCn1c(SC(C)C(=O)NC2CC2)nnc1-c1cccc(C)c1 (stereo not drawn)	i	i	2.4	i	i	i	i	i	i	i	-9.5
CCc1cc2c(cc3c(=O)n(CC(=O)NCCCN(CC)CC)nc(CC)n32)s1	i	i	-6.4	i	i	i	i	i	i	i	-17.4
CCCCn1c(N)c(N(CC(C)C)C(=O)c2ccc(Cl)c(S(=O)(=O)N3CCCC3)c2)c(=O)[nH]c1=O	i	i	4.7	i	i	i	i	i	i	i	1.2
Cc1ccc(-c2nn(C(C)(C)C)c3ncnc(NS(=O)(=O)c4ccc([N+](=O)[O-])cc4)c23)cc1	i	i	7.7	i	i	i	i	i	i	i	-8.4
O=C(N/N=C/c1cc(Cl)cc([N+](=O)[O-])c1O)NC12CC3CC(CC(C3)C1)C2	i	i	12.3	i	i	i	i	9.14*	i	i	50.3*
CCCCC(O)(CCCC)C(=O)NN(C(=O)OC)c1ccccc1	i	i	5.0	i	i	i	i	i	i	i	3.0
O=C(NCC1CCCO1)C(=O)N/N=C/c1ccccc1C(=O)O (stereo not drawn)	i	i	-4.5	i	i	i	i	i	i	i	0.2
CCOc1ccccc1N(CC(=O)N1CCOCC1)S(=O)(=O)c1ccc(SC)cc1	i	·	·	-9.79*	i	·	i	i	·	·	-3.3
COC(=O)c1c(C)[nH]c(C(=O)OCC(=O)N2c3ccccc3NC(=O)C2(C)C)c1C	i	i	0.6	i	i	i	i	i	i	i	-12.3
O=C(C[n+]1ccccc1)N/N=C/c1ccccc1C(F)(F)F	i	i	-3.9	i	i	i	i	i	i	i	0.1
OCCNCCOCCOc1ccccc1-c1ccccc1	i	i	-9.2	i	i	i	i	i	i	i	-4.8
O=C(NC1CCN(C(=O)c2cccc([N+](=O)[O-])c2)CC1)c1ccccc1	i	i	-2.2	i	i	i	i	i	i	i	2.7
